Bioassay records as filed in PubChem BioAssay.
MsrA inh: bovine MsrA inhibition; AID 651718; purified bovine MsrA, absorbance read-out; inhibition, % at 15.5 µM; actives 0.75% (n = 360,000); in the data active = inhibition above about 4.5%;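 also: 0% = vehicle wells with enzyme and 100% = reference inhibitor wells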
DNMT1 block: blocks human DNA methyltransferase DNMT1; inhibition (reported as % activation of signal), % at 10 µM; AID 588458; actives 0.83% (n = 360,000); DNMT1 molecular beacon, Hinp1I cleavage, fluorescence; P26358; in the data active = inhibition above about 50%
E coli Lon inh: inhibits E. coli Lon protease; P0A9M0; purified E. coli Lon protease, fluorescence polarization; inhibition, % at 7.94 µM; actives 0.42% (n = 360,000); in the data active = inhibition above about 13%, passing the limit was not always enough;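 also: 0% = enzyme with probe and DMSO and 100% = no enzyme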
STEP block: blocks human striatal-enriched tyrosine phosphatase; P54829; recombinant STEP, OMFP fluorogenic substrate, fluorescence; inhibition, % at 20 µM; actives 0.25% (n = 360,000); AID 588621;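 active = inhibition at 20 µM, scaled per plate between control wells, above about 37%, limit read from the data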;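 also: 0% = DMSO with enzyme and substrate and 100% = substrate only without enzyme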
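Also added – OMFP at 25 µM · Test system – STEP tyrosine phosphatase · Technique – FITC-channel fluorescence of OMFP product · Schedule – 20 min at room temperature, dark · Evaluation – control-normalized % inhibition with plate pattern correction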
SUMO1 PPI mod: SUMO1-SIM interaction modulation | SUMO1 binding to a labelled peptide, TR-FRET, 1 h | actives 0.33% (n = 360,000) | P63165 | inhibition, % at 20 µM | AID 602429; in the data active = inhibition above about 37%
Target sequence (P63165 whole entry, looked up): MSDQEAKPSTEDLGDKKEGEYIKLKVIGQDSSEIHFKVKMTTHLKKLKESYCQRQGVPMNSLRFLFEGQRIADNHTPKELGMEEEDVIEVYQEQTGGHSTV
Scp1 inh: inhibitors of human Scp-1 phosphatase | AID 493091 | Recombinant Scp1, phosphopeptide, malachite green phosphate absorbance | inhibition, % at 20 µM | actives 0.88% (n = 340,000) | Q9GZU7;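 active = inhibition above about 50% at 20 µM, limit read from the data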;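 also: plate controls were DMSO wells with enzyme for no effect and wells lacking enzyme for full effect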
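Material – SCP-1 phosphatase catalytic domain, residues 76-261 · Buffer or medium – Acidic Tris acetate buffer with magnesium and detergent · Also added – Phospho 17-mer peptide substrate · Compound – single 20 µM dose, 1% DMSO · Times – 45 min room-temperature reaction, 5 min colour, 30 min stabiliser · Technique – Phosphate-binding colour reagent, absorbance read at 630 nm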
TbMetRS inhib: Trypanosoma brucei MetRS inhibition; inhibition, % at 11.9 µM; purified T. brucei MetRS, ATP depletion, Kinase-Glo luminescence; actives 0.4% (n = 360,000); AID 624268;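 active = inhibition above a per-plate cutoff of the control wells' mean inhibition plus 3 SD, cut at about 5.5% in these data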;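 also: 0% = DMSO wells median and 100% = median of wells with control inhibitor compound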
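Test system: purified T. brucei MetRS enzyme. Also added: ATP, methionine and E. coli bulk tRNA substrates. Compound: 11.9 µM single point. Schedule: 15 min enzyme-compound preincubation, 2 h reaction, 10 min detection, 25 °C. Signal: luciferase luminescence of residual ATP, Kinase-Glo. Evaluation: percent inhibition versus plate control medians. Controls: DMSO wells, low control.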
CendR NRP1 mod: modulators of CendR peptide binding to human neuropilin-1; O14786; inhibition, % at 25 µM; AID 602438; FAM-RPARPAR peptide binding to NRP-1, fluorescence polarization; actives 0.85% (n = 360,000);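 active = inhibition or corrected inhibition above about 18%, plus a signal ratio from 0.5 to 1.5, limit read from the data, passing the limit was not always enough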; also: strong numbers were not always called active
Target sequence (O14786 whole entry, looked up): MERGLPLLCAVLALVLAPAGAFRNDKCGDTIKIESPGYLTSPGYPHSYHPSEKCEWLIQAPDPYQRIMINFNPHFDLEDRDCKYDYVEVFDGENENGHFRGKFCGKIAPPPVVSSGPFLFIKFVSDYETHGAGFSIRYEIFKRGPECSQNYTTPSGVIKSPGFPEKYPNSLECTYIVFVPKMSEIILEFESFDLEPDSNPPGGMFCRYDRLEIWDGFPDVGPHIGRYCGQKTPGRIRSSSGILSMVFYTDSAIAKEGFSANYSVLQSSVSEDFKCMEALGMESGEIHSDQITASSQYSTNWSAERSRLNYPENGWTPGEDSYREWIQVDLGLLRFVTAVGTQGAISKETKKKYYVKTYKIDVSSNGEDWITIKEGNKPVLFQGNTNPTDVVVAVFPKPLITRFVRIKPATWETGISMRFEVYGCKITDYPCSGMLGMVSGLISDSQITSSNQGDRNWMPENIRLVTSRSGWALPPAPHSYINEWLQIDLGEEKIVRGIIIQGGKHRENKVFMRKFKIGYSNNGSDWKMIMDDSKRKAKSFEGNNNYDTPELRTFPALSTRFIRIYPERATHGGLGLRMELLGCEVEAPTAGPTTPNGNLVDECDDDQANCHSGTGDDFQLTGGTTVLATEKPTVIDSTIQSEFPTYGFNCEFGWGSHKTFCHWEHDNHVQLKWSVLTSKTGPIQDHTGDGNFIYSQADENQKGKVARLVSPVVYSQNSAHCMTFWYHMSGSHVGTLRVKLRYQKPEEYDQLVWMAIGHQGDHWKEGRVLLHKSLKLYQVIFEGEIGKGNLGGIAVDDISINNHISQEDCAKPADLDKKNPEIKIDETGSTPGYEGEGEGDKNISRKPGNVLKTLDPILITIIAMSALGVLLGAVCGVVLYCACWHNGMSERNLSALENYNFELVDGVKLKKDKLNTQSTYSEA
LMPTP inh: LMPTP (human) inhibition; recombinant LMPTP-A, OMFP fluorogenic substrate, fluorescence intensity; actives 0.22% (n = 360,000); inhibition, % at 20 µM; AID 651560;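 active = compounds that cut the enzyme signal by at least half of the control window in the single-dose screen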;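 also: plate controls were DMSO wells with enzyme plus substrate for no effect and substrate without enzyme for full effect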
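test system = LMPTP-A | amount = 0.625 nM LMPTP-A final | reagent = fluorogenic phosphatase substrate OMFP at 400 µM final | incubation = 50 min at room temperature | benchmarks = no-enzyme low control, uninhibited high control | medium = Bis-Tris pH 6.0, DTT, detergent | signal = fluorescence intensity of OMFP turnover product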
bovine MsrA act: activators of bovine methionine sulfoxide reductase A | purified bovine MsrA, absorbance read-out | activation, % at 10.6 µM | actives 0.3% (n = 360,000) | AID 602163; in the data active = activation above about 7.5%;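 also: 0% = vehicle and 100% = reference activator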
* = called active by the depositor; / = not tested or not shown. An unsorted share of the library, and some 4.3% of all compounds hit somewhere here.

Compound	STEP block	TbMetRS inhib	CendR NRP1 mod	SUMO1 PPI mod	E coli Lon inh	LMPTP inh	bovine MsrA act	MsrA inh	Scp1 inh	DNMT1 block
O=C(NCC1CCCO1)C1CC(=O)N(C2CCCC2)C1 (stereo not drawn)	-4	0.0	-4	-3	-1	-1.1	0	-0.4	-4	4
O=C(NCc1ccccc1Cl)[C@H]1CCCN1C(=O)[C@H]1CCCN1C(=O)c1cccs1	/	-0.6	-5	4	1	-1.8	9.2*	-0.6	/	/
CCC1(c2ccccc2)NC(=O)N(CC(=O)NC2CCCCCC2)C1=O (stereo not drawn)	0	-0.2	-4	2	-5	-2.0	0	1.0	-8	0
CCCCNS(=O)(=O)c1ccc(NS(=O)(=O)c2c(C)cc(C)cc2C)cc1	-1	-1.0	-10	-3	-2	1.7	-6	1.0	-6	-5
FC(F)(F)c1cc(-c2ccco2)nc2ncnn12	-4	0.1	1	-16	-14	-2.0	-4	3.4	-6	1
Cc1ccn2c(Nc3ccccc3)c(-c3ccccn3)nc2c1	3	-1.0	1	-13	-32	3.0	-6	1.0	-14	2
COc1ccc(-c2cc(-c3n[nH]c(=S)n3-c3cc(OC)ccc3OC)[nH]n2)cc1	-3	-0.5	0	8	1	-1.0	-3	-1.0	-2	-2
Cc1nn(-c2ccccc2)c(C)c1NC(=O)COC(=O)CCOc1ccccc1	-1	-0.1	0	-6	5	-0.4	2	-0.1	-6	7
Cc1ccc(OCC(=O)OCC(=O)c2c(N)n(C)c(=O)n(C)c2=O)cc1C	-4	0.6	-7	3	0	-0.2	-1	-0.1	-8	-2
Cc1c(NC(=O)C(C)OC(=O)CCc2c[nH]c3ccccc23)c(=O)n(-c2ccccc2)n1C (stereo not drawn)	2	0.4	0	2	-2	-0.3	0	0.5	-1	1
O=C(NCCCn1ccnc1)C(=O)NCC1OCCN1S(=O)(=O)c1ccccc1 (stereo not drawn)	4	-0.6	6	-1	6	-1.6	-8	0.1	-10	1
CSc1nc2ccc(NC(=O)c3ccco3)cc2s1	-2	0.5	-12	0	1	-1.2	-4	2.0	-3	-1
Cc1ccc(C(=O)c2cn[nH]c2-c2ccccc2O)cc1	1	-0.3	17	-1	-5	-0.2	1	1.2	-6	1
C=CCNC(=O)c1onc(CSc2ccc(F)c(F)c2)c1C(=O)NCC=C	0	-0.2	25*	0	11	0.2	-2	-1.0	-3	2
CC1=CC2C(C(O)CC3(C)C2CC(C)C32OCOC23COCO3)C2(C)C/C(=C\O)C(=O)C=C12 (stereo not drawn)	2	-0.2	-23	-5	-10	1.3	1	-0.8	-8	1

Remaining list, next part:
Compound	STEP block	TbMetRS inhib	CendR NRP1 mod	SUMO1 PPI mod	E coli Lon inh	LMPTP inh	bovine MsrA act	MsrA inh	Scp1 inh	DNMT1 block
O=C(O)CCCSCC(=O)Nc1ccccc1	0	-0.8	-5	-4	8	-1.7	0	0.3	0	1
O=C(CSc1ccc(Cl)cc1)NC1CC1	1	0.1	-3	-3	-1	-0.3	-1	-0.8	/	5
CN(Cc1ccccc1)C(=O)c1ccc(NC(=O)C2=CSCCO2)cc1	-1	-0.1	7	1	6	-1.1	0	1.8	5	-3
CCCOC(=O)c1[nH]c2c(c1C)C(=O)CC(c1cc(OC)c(OC)c(OC)c1)C2 (stereo not drawn)	1	-0.1	-4	1	1	0.5	-1	0.1	-8	0
CCOC(=O)c1c(C)[nH]c(N=Nc2ccccc2Cl)c1C	1	-0.3	6	-11	5	3.3	-3	1.6	-13	-1
CCCC(=O)Nc1ccc(NC(=O)c2cc3ccccc3o2)c(OC)c1	-1	-1.1	4	7	-2	-0.3	-8	0.9	-3	5
O=C(CCS(=O)(=O)c1cccc2nonc12)N1CC(=O)N(CCc2ccccc2)C(=O)C1	-5	0.1	8	-21	3	-2.7	-1	0.3	-11	2
COc1cccc(C2Nc3ccccc3NC3=C2C(=O)CC(C)(C)C3)c1OC (stereo not drawn)	-2	-1.8	8	-4	-1	-0.3	-5	3.7	-6	1
O=C1CSc2ccc(S(=O)(=O)NCc3ccccc3)cc2N1	-1	-0.7	-3	-5	-2	-1.2	-8	0.1	6	-2
CC1Cc2ccccc2N1C(=S)Nc1cccc(S(=O)(=O)N(C)C)c1 (stereo not drawn)	-3	-1.0	1	1	3	-1.4	-2	0.5	-12	-3
CCn1cc(C(=O)Nc2ccc3c(c2)OCCO3)c2cc(OC)c(OC)cc2c1=O	-3	0.0	-3	0	2	0.5	-4	1.5	-9	-3
Nc1c(C(=O)c2ccccc2)sc2nsc(SCCN3CCOCC3)c12	0	0.5	-106	-31	-71	1.6	-3	0.2	-14	-5
CCOC(=O)N1CCN(S(=O)(=O)CCNC(=O)c2ccc(F)cc2)CC1	-2	-0.4	0	6	-8	-0.5	-3	-0.9	-3	-1
Cc1cccc(-n2nc3c(c2NC(=O)c2ccco2)CSC3)c1C	2	-0.2	-79	6	-1	3.8	-1	-0.2	50	87*
O=C(C1=C[C@@H](C2CCCCC2)C[C@@H](OCc2ccc(CO)cc2)O1)N1CCOCC1	0	0.2	-10	-1	13	1.1	-2	-0.6	-4	5

The results go on:
Compound	STEP block	TbMetRS inhib	CendR NRP1 mod	SUMO1 PPI mod	E coli Lon inh	LMPTP inh	bovine MsrA act	MsrA inh	Scp1 inh	DNMT1 block
CCOc1cc(NC(=S)NCC2CCCO2)c(OCC)cc1NC(=O)c1ccccc1 (stereo not drawn)	-7	-0.2	-18	-5	-9	0.1	4	0.9	-9	-7
CC1=NN(c2cc(Cl)c(S(=O)(=O)O)cc2Cl)C(=O)C1	5	-0.2	-15	10	4	2.1	-4	-0.8	23	15
O=C(N/N=C/c1ccc([N+](=O)[O-])cc1)c1cccc(N2CCCC2=O)c1	-2	-0.3	1	-32	-3	-0.2	-6	0.7	-9	0
COc1cc(C)c(NC(=O)c2cccc(S(=O)(=O)N3CCCC3)c2)cc1OC	-2	-0.5	-7	-4	-5	-0.3	-1	-0.3	-4	2
COc1ccc(Br)cc1CN1CCCC(C(=O)N2CCCCC2)C1 (stereo not drawn)	2	-0.8	0	-1	-12	-1.2	-6	-1.1	3	-1
Cc1cc(NC(=S)N(CCCN2CCOCC2)Cc2ccco2)ccc1Cl	-1	-0.6	7	0	-7	-3.2	-3	0.4	9	-1
Cc1cc(C)c(NC(=O)COC(=O)C2=COCCO2)c(Cl)c1	-3	-0.7	4	6	-5	-0.4	-8	-1.2	4	-1
Cn1nc(C(=O)NCCc2ccc(S(N)(=O)=O)cc2)c2c1-c1ccccc1S(=O)(=O)C2	0	-0.3	7	0	4	0.1	0	0.0	-5	4
CCC1(c2ccc(C)cc2)NC(=O)N(C(C)C(=O)Nc2ccc(N3CCOCC3)cc2)C1=O (stereo not drawn)	-3	-0.3	3	0	-13	-0.3	-7	-0.8	-3	-3
O=C(Nc1ccn(CCCNCc2cccc3ccccc23)c(=O)n1)OCc1ccccc1	1	-1.1	-2	-5	13*	0.7	-2	-0.4	/	-4
CS(=O)(=O)c1ccc(Cl)c(NC(=O)c2cc(S(=O)(=O)N3CCOCC3)ccc2N2CCCC2)c1	-1	-0.5	4	3	-8	0.0	-7	1.3	-1	2
COCCNc1nc(Oc2cccc(NC(C)=O)c2)c2sccc2n1	1	-0.5	10	-1	6	1.6	-1	1.9	/	-1
CCCCCN(C(=O)CSc1n[nH]c(-c2ccc(C)cc2)n1)c1c(N)n(CCCC)c(=O)[nH]c1=O	-2	0.1	6	1	-3	-7.8	-2	-1.5	-7	4
Cc1ccc(N(CC(=O)NCC2CCCO2)S(=O)(=O)c2ccc(Cl)cc2)cc1C (stereo not drawn)	-1	-0.6	-2	1	3	0.1	-2	-1.4	-2	-1
CCC(=O)N1CN(S(=O)(=O)c2ccc(C)cc2)CC1C (stereo not drawn)	2	0.4	4	-1	-10	-1.3	-2	-0.7	-3	2

The last 2 records of the part above open the next one:
Compound	STEP block	TbMetRS inhib	CendR NRP1 mod	SUMO1 PPI mod	E coli Lon inh	LMPTP inh	bovine MsrA act	MsrA inh	Scp1 inh	DNMT1 block
Cc1ccc(N(CC(=O)NCC2CCCO2)S(=O)(=O)c2ccc(Cl)cc2)cc1C (stereo not drawn)	-1	-0.6	-2	1	3	0.1	-2	-1.4	-2	-1
CCC(=O)N1CN(S(=O)(=O)c2ccc(C)cc2)CC1C (stereo not drawn)	2	0.4	4	-1	-10	-1.3	-2	-0.7	-3	2
CCOP(=O)(OCC)C(NC(=O)c1cccs1)c1ccccc1 (stereo not drawn)	-3	0.9	16	-2	6	-0.5	4	-0.1	-4	2
COc1ccc(C(=O)c2coc3ccc(O)c(CN(C)C)c23)cc1	-2	0.5	-12	3	11	1.5	-1	1.0	-4	1
COc1ccc(S(=O)(=O)N(C)C)cc1NC(=O)COC(=O)C1CC1	3	-0.1	-4	-1	-9	-1.1	-3	0.3	0	2
COCCn1c(SCc2cccnc2)nnc1-c1c[nH]c2ccccc12	1	1.4	0	0	-9	-0.5	-3	0.2	-1	3
Cc1ccc(Cn2c(NC(=O)c3ccco3)nc3ccccc32)cc1	-7	-1.1	10	-2	-10	-1.1	-5	1.1	-1	4
COc1ccc(CN(C)C(=O)c2ccc(NS(=O)(=O)c3ccc(C)c([N+](=O)[O-])c3)cc2)c(OC)c1OC	-2	-0.4	-9	-9	2	0.4	-2	0.1	-6	-3
Cc1ccc(CN(CC(=O)N/N=C/c2ccco2)S(=O)(=O)c2ccc(C)cc2)cc1	3	4.0	1	-6	-9	1.5	-6	-0.1	10	-7
Cc1ccc(C)c(NC(=O)C2CC3CCC2C3)c1 (stereo not drawn)	0	-1.0	-8	20	-6	0.3	1	-0.3	-5	7
Cc1nc2cc(F)ccc2n1C1CCN(S(=O)(=O)c2ccccc2)CC1	3	-0.6	2	3	-4	-0.6	2	1.4	-8	0
CC1CCCN(C(=O)CSc2cnc3ccccc3n2)C1 (stereo not drawn)	0	-0.8	-10	-4	-5	-1.8	-3	1.1	-6	-1
CSc1ccccc1NC(=O)C1=CC(c2cccs2)=NS(=O)(=O)N1C	3	-0.4	2	-31	-1	-1.2	1	1.8	-8	2
COc1ccc(C(=O)Nc2c(C)csc2C(=O)O)cc1	0	-0.4	9	4	2	0.2	-2	1.5	-9	2
COc1cccc(-c2nc(CS(=O)(=O)CC(=O)NCCCN3CCOCC3)c(C)o2)c1	-1	0.6	5	1	8	-0.2	-2	-0.7	-5	2
Cc1c(C(=O)O)c(=O)n(-c2ccccc2)n1-c1ccccc1	2	-1.0	7	1	-9	-0.2	-7	-0.6	11	-2
COc1ccc(OC)c(/C=N/Nc2cc(C)nc(N3CCOCC3)n2)c1	0	-0.2	7	1	-8	2.2	0	1.6	-1	0
